# Compound activity from PubChem.
# CHRM4 antagonist – antagonists of human muscarinic M4 receptor (CHRM4) | P08173 | CHO-hM4 cells, ACh EC80, Fluo-8 calcium fluorescence | inhibition, % at 3 µM | 360,000 compounds, 0.73% hits | AID 624125;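 active = inhibition above its plate's cutoff, the mean inhibition of sample wells plus 3 SD, cut at about 27% in these data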;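 also: 0% = acetylcholine EC80 with DMSO and 100% = DMSO without agonist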
# CHRM5 PAM – CHRM5 positive allosteric modulation; CHO-K1 hM5, Fluo-8 calcium, ACh EC20 PAM; 0% = ACh EC20, 100% = ACh EC100; activation, % at 3 µM; AID 624038; P08912; 360,000 compounds, 0.3% hits;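 active = activation above the run cutoff, the mean activation of all test compounds plus 3 SD, cut at about 18% in these data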
# Target sequence (P08912 whole entry, looked up): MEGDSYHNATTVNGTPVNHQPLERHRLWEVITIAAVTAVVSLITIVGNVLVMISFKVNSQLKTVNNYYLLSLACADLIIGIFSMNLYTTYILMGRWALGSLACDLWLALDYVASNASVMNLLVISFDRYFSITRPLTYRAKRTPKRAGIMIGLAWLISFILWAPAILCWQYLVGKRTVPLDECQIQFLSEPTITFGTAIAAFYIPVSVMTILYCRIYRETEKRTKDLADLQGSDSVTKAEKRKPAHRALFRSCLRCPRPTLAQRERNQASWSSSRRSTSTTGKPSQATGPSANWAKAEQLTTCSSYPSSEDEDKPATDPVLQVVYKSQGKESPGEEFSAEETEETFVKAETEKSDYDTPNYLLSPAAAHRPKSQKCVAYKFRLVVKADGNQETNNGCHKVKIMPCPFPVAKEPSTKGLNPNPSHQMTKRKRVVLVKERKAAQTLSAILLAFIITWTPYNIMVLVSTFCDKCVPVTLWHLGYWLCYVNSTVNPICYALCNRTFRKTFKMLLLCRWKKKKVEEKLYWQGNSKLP
#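 Assay system – human M5 receptor in CHO-K1 cells · Read-out – % activation, ACh-normalized · Technique – Fluo-8 calcium fluorescence · Dosing – single-point, 3 µM nominal · Incubation – Fluo-8 loading 80 min at 37 °C plus 30 min room temperature · Repeats – singlicate, one well per test compound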
# CHRM5 agonist – agonists of human muscarinic M5 receptor (CHRM5); AID 624037; 360,000 compounds, 0.19% hits; P08912; activation, % at 3 µM; CHO-K1 hM5 cells, Fluo-8 calcium fluorescence; 0% DMSO wells, 100% maximal acetylcholine response;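 active = activation above the run's mean over test compounds plus 3 SD, cut at about 23% in these data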;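 also: signal is peak over basal fluorescence ratio across the kinetic read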
# TAAR1 agonist – agonists of human TAAR1; CHO RD-HGA16 TAAR1, Fluo-8 calcium fluorescence; vehicle wells 0%, saturating PEA agonist 100%; activation, % at 3 µM; 360,000 compounds, 0.99% hits; Q96RJ0;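 active = activation above the mean activation of all test compounds in the run plus 3 SD, cut at about 38% in these data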
# Target sequence (Q96RJ0 whole entry, looked up): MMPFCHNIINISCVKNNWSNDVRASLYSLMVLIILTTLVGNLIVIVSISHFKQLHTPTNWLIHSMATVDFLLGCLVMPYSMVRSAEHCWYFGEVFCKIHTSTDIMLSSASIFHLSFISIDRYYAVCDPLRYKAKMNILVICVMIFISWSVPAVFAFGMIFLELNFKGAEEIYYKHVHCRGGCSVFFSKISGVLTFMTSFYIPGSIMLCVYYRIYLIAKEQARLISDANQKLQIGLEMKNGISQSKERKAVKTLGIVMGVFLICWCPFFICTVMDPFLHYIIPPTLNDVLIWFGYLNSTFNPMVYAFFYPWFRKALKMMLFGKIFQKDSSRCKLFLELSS
#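 Benchmarks: low control DMSO, high control PEA (EC100); System: CHO RD-HGA16 cells carrying human TAAR1 plus Gα16; Detection: Fluo-8 fluorescence, 5 s baseline then 140 s kinetic read; Schedule: 17-24 h plating, Fluo-8 75 min 37 °C, 30 min RT; Read-out basis: % activation from peak over basal fluorescence ratio, DMSO-to-PEA scaled.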
# CHRM1 antagonist – blocks human M1 muscarinic receptor; P11229; CHO-K1 hM1, Fluo-8 calcium fluorescence, ACh EC80 antagonist; inhibition, % at 3 µM; 360,000 compounds, 1.3% hits; AID 588852;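 active = percent inhibition above its own plate's cutoff, namely the mean of that plate's compound wells plus 3 SD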;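 also: peak over basal fluorescence ratio during 140 s after agonist addition; 0% = ACh EC80 plus DMSO and 100% = DMSO alone without agonist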
# M1 PAM – human CHRM1 positive allosteric modulation; P11229; CHO-K1 hM1, Fluo-8 calcium fluorescence, ACh EC20; 0% = ACh EC20, 100% = maximal ACh; activation, % at 3 µM; 360,000 compounds, 0.088% hits; AID 588819; in the data active = activation above about 19%, passing the limit was not always enough
# M5 antag – blocks acetylcholine activation of human M5 receptor. CHO-hM5 cells, Fluo-8 calcium fluorescence, ACh EC80. 360,000 compounds, 0.59% hits. AID 624040. P08912. inhibition, % at 3 µM;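 active = inhibition above a per-plate cutoff, the mean of that plate's test compounds plus 3 SD, cut at about 27% in these data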;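 also: 0% = acetylcholine EC80 with DMSO and 100% = DMSO without agonist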
# M1 ag – activates human CHRM1 receptor; 360,000 compounds, 0.33% hits; AID 588814; activation, % at 3 µM; P11229; CHO-K1 hM1, Fluo-8 calcium fluorescence, agonist mode; 0% DMSO, 100% acetylcholine EC100;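 active = activation above the run's mean compound activation plus 3 SD, cut at about 16% in these data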;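 also: peak over basal fluorescence ratio within a 140 s kinetic read after compound addition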
# CHRM4 agonist – CHRM4 agonism in calcium assay; CHO-K1 hM4/Gqi5, Fluo-8 calcium fluorescence; vehicle 0%, full acetylcholine response 100%; activation, % at 3 µM; 360,000 compounds, 0.14% hits;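 active = activation above the run mean over all test wells plus 3 SD, cut at about 32% in these data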;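 also: peak over basal fluorescence ratio per well then scaled between controls; 0% = DMSO wells and 100% = acetylcholine at EC100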
# * = called active by the depositor; x = not tested or not shown.
SMILES	CHRM4 antagonist	CHRM5 PAM	CHRM5 agonist	TAAR1 agonist	CHRM1 antagonist	M1 PAM	M5 antag	M1 ag	CHRM4 agonist
Cn1ccsc1=NC(=O)c1cc(S(=O)(=O)N2CCOCC2)ccc1Cl	3	-1	3	5	-3	2	5	-2	4
COc1ccc(-c2csc(NC3CCCCC3)n2)c(OC)c1	-9	-1	-2	3	-4	2	9	-3	2
CCCCNC(=O)COC(=O)c1ccc(SC)cc1OC	6	0	1	7	-3	10	-2	-6	1
COc1ccc(-c2cn3cc([N+](=O)[O-])ccc3n2)cc1OC	2	-1	-6	3	-4	9	-10	-11	1
CCOC(=O)c1ccsc1NC(=O)CCS(=O)(=O)c1ccccc1	-8	-6	-3	-1	-5	3	15	-3	6
COc1ccc(NS(=O)(=O)c2cccc(NC(=O)CNC(C)=O)c2)cc1	2	-3	-2	-1	-2	3	12	-2	1
Cc1cc(C)c(C2=NOC3C4CCC(C4)C23)c(C)c1 (stereo not drawn)	14	-2	0	14	1	-7	5	-9	-1
CSc1nc2ccccc2n1Cc1cccc([N+](=O)[O-])c1	4	-2	-6	7	-8	4	1	-9	1
CCOC(=O)c1cccc(NC(=O)c2ccc3c(c2)OCO3)c1	1	-5	-3	5	1	-1	9	-2	3
C=CCNc1nc2c3ccccc3n(C(C)=O)c2s1	-4	1	-6	0	2	0	-7	-3	2
Cc1ccc(OCC(O)Cn2c(N3CCOCC3)nc3c2c(=O)[nH]c(=O)n3C)cc1 (stereo not drawn)	0	3	-4	4	-19	3	5	-4	1
COc1ccc(/C=C/C(=O)C2CC2)cc1Cn1nc(C)c([N+](=O)[O-])c1C	-9	-14	-8	4	7	-14	10	-10	5
CCc1nn(C(C)C(=O)NCCN2CCCCCC2)c(=O)c2cc3occc3n12 (stereo not drawn)	2	4	-9	0	38*	-22	-14	-5	0
CCOC(=O)C(NCc1ccc(OC)cc1)(NC(C)=O)C(F)(F)F (stereo not drawn)	7	3	-2	-1	5	-3	-6	-5	0
COC(=O)c1ccc(CSC2=NC[C@@H]3[C@@H]4C(=O)N(C)C(=O)[C@@H]4[C@](Cc4ccccc4)(C(=O)OC)N23)cc1	3	-2	1	5	-3	1	1	-3	-4
Brc1cccc2sc(N3CCN(c4ccccc4)CC3)nc12	-5	6	-3	-1	7	1	2	-4	-1
COc1cccc(N2CCN(C(=O)CCCCCNc3nc(=S)[nH]c4ccccc34)CC2)c1	20	-24	-4	11	27	-16	20	-3	21
O=C(NC1CCCCC1)c1ccc([N+](=O)[O-])cc1	-5	-4	-2	0	-16	8	8	-5	0
O=C1CC(Cc2ccc(Br)cc2)C(=O)N1c1ccccc1 (stereo not drawn)	2	-3	0	1	-21	16	0	1	1
Cc1n[nH]c(=O)nc1Nc1ccc(O)cc1	3	-3	3	8	3	0	-2	1	1
O=C(O)c1ccc(N/C(=N\S(=O)(=O)c2ccc(Cl)cc2)c2ccccc2)cc1	10	6	0	1	-10	17	8	1	0
O=C(COC(=O)CSc1nnc(-c2ccc(Cl)cc2)o1)NCc1ccc2c(c1)OCO2	5	2	-5	9	0	2	-9	-3	1
CCn1cc(C(=O)N2CCN(c3ccccn3)CC2)c(=O)c2cc(S(=O)(=O)N(C)C3CCCCC3)ccc21	2	-17	-10	9	9	-5	4	-5	11
CCOC(=O)CCc1c(C)c2ccc(O)cc2oc1=O	7	-1	1	0	-9	7	0	0	0
O=C(CN1C(=O)NC2(CCCC2)C1=O)N1CCN(S(=O)(=O)c2ccc(Cl)cc2)CC1	-4	-4	-3	6	-13	11	-10	-9	1
CCCCC1CC2=C(C(=O)OC(C)(C)O2)C(c2ccc3ccccc3c2)O1 (stereo not drawn)	-2	-4	-1	10	-8	-6	-4	-5	-1
Cc1ccccc1OCCC(=O)OCC(=O)NCCc1ccccc1	-12	1	6	3	-17	3	2	0	2
Cc1cc(C)c(S(=O)(=O)Nc2ccccc2)c(C)c1	6	7	-7	-2	-5	0	2	-5	0
Cc1ccccc1N1C(=O)C2CCCN2C1=S (stereo not drawn)	13	-4	0	8	-2	3	3	-4	1
COc1ccc(-n2nc3c(c2NC(=O)COc2ccccc2OC)CS(=O)(=O)C3)cc1	-25	-4	2	3	-2	-5	-9	2	9
CCCn1c(N)nc2ccccc21	-9	1	-1	3	-8	8	-3	-3	1
CCC(=O)c1ccc(N2CCN(C(=O)c3ccc(F)cc3)CC2)c(F)c1	0	-21	8	0	8	-6	24	-1	21
O=C1c2ccccc2C(Nc2ccc3c(c2)OCCO3)N1Cc1ccccc1 (stereo not drawn)	1	-6	4	x	-1	-2	3	-4	3
Cn1ccnc1C(O)(c1ccccc1)c1ccccc1	-8	-1	-8	3	-14	14	4	-5	0
O=C(NCC1CCCO1)C1CCN(S(=O)(=O)c2ccccc2)CC1 (stereo not drawn)	0	-1	0	1	1	2	9	-2	1
O=C(NCN1C(=O)C2C3C=CC(C3)C2C1=O)Nc1ccccn1 (stereo not drawn)	-3	-4	2	8	2	4	0	-2	0
COc1cc(N2CCCC2)ccc1C=O	-9	7	-7	0	-15	16	2	-6	1
CCCSCCCNC(=O)Cn1cc2c(n1)CCC(C)C2 (stereo not drawn)	-5	-2	-1	5	-12	2	1	-6	0
COc1ccc(CCNC(=O)C2CCN(S(=O)(=O)c3ccc(C)cc3)CC2)cc1	-3	-7	12	9	-23	11	-13	0	0
COCCNC(=O)CCCn1c(=O)c2cc(OC)c(OC)cc2n(CC(=O)Nc2ccc(C)c(F)c2)c1=O	8	8	2	0	-9	7	-8	-5	0
COc1ccc(CC(=O)NCC2CCCN(Cc3ccccc3Cl)C2)cc1 (stereo not drawn)	4	1	-8	7	14	-13	1	-9	0
Nc1ccc(N2CCOCC2)c2nonc12	2	2	-4	3	-3	13	-3	-10	0
Cc1ccc(NC(=O)CSc2ncccn2)cc1S(=O)(=O)N1CCCCC1	-6	3	-1	2	-7	8	9	-4	2
COCC(C)n1c(C)cc(C(=O)COC(=O)c2ccc3ncsc3c2)c1C (stereo not drawn)	2	5	1	11	-8	4	-4	1	5
COc1ccc(NC(=O)CN(C)C(=O)c2cc3c(s2)CCC3)cc1	4	-5	0	x	-9	8	8	-5	0
COc1cc(/C=N/NC(=O)Cc2ccc(Br)cc2)cc(OC)c1O	-2	-2	-2	0	-8	4	5	-6	9
O=C(COC(=O)[C@H](Cc1ccccc1)NC(=O)c1cccs1)Nc1ccccc1C(F)(F)F	4	-6	0	0	2	3	8	-2	5
CCCc1cc(=O)n2[nH]c(C)cc2n1	5	-2	-1	10	0	6	1	-5	1
CC1(C(=O)Nc2cccc3cccnc23)CCN1C(=O)CC1CC1 (stereo not drawn)	-6	-6	1	-1	-12	5	8	-3	2
CCC(=O)c1ccc(OCC(=O)OCC(=O)NCC2CCCCC2)cc1	2	-5	1	1	-6	7	11	-1	6
CC1=CC(=C2N=C(c3ccccc3)OC2=O)C=C(C)O1	4	-9	-2	8	-7	5	14	-6	1
CSCCC(c1nnnn1C(C)(C)C)N1CCN(C/C=C/c2ccccc2)CC1 (stereo not drawn)	-1	-21	-8	-2	-1	-19	16	-8	1
CCN(CC)C(=S)SCC(=O)Nc1cccc(C(F)(F)F)c1	3	-14	-1	7	-27	-5	2	1	10
COc1ccc(CCNC(=O)CCCn2c(=S)[nH]c3ccsc3c2=O)cc1OC	-7	3	2	1	-9	9	10	0	0
O=c1[nH]c(=S)[nH]c2c1C(C1CCCCC1)OC(C1CCCCC1)C2 (stereo not drawn)	-3	-1	2	-1	x	x	-3	x	-1
Cc1cccn2cc(COc3ccc(-c4ccccc4)cc3)nc12	-3	7	-5	1	0	5	-4	-7	3
Oc1ccccc1C1NN=C(c2ccccc2)S1 (stereo not drawn)	4	-4	2	3	-6	2	13	0	2
CC(C)(C)OC(=O)[C@H](Cc1ccccc1)NC(=O)c1nc[nH]c1C(=O)NCCCCCN	-3	2	-1	12	-6	13	4	-8	1
Cc1noc(C)c1C(=O)N(CC(=O)Nc1ccc(Cl)c(C(F)(F)F)c1)Cc1ccco1	-9	-4	4	7	-1	3	5	-3	8
O=S(=O)(Nc1ccc(-n2cccc2)cc1)c1ccc(Cl)c(Cl)c1	5	-4	-2	1	-8	1	9	-3	-1

# (next part)
SMILES	CHRM4 antagonist	CHRM5 PAM	CHRM5 agonist	TAAR1 agonist	CHRM1 antagonist	M1 PAM	M5 antag	M1 ag	CHRM4 agonist
COc1ccc(CCNC(=O)CC(c2ccccc2)c2cc(C)ccc2O)cc1OC (stereo not drawn)	15	-10	2	x	8	-12	9	-2	18
CCc1ccc(OCC(=O)NNC(=O)Cc2c(F)cccc2Cl)cc1	-4	-8	-3	-1	-4	8	7	5	1
COc1ccc2c(Cl)c(C(=O)NN)sc2c1	16	-4	0	3	-5	8	6	-3	1
CCOC(=O)CNC(=O)c1cccnc1Oc1ccc(Cl)cc1	-9	8	2	-1	-2	9	-9	-3	0
Oc1ccc(Br)cc1CNc1cccc2cccnc12	-1	-1	-8	4	-13	7	9	-6	1
CC(=NNS(=O)(=O)c1ccc([N+](=O)[O-])cc1)c1ccc(C)cc1	-8	4	2	0	-6	3	9	-2	0
Cc1ccccc1CS(=O)(=O)CCC(=O)NCCCN1CCN(c2ccccc2F)CC1	-3	-1	-3	0	-15	7	4	-4	2
O=C1CC(c2ccc(S(=O)(=O)N3CCN(c4ccccc4)CC3)cc2)CN1 (stereo not drawn)	1	-2	3	13	-11	10	3	-3	1
O=C(CCc1nnc(C2CCCCC2)o1)N1CCN(c2ccccc2F)CC1	-6	-12	-2	1	-14	5	19	-2	1
CC(C)C[C@H]1CN(CCCC[C@@H]2CNC(=O)C(=O)N2CCc2ccccc2)C(=O)C(=O)N1CCc1ccccc1	0	0	-3	1	x	x	-2	x	0
CCc1nc2c(OCC(=O)C(C)(C)C)cccn2c1N(C)C(=O)c1ccccc1F	-3	-1	-1	1	-11	6	3	-3	1
CCOC1CC(C)(C)NC(=S)N1 (stereo not drawn)	9	-8	0	2	-5	-4	6	-2	1
CCSc1nc(C)c(C)c(=O)[nH]1	2	-3	0	6	-4	1	7	-2	-1
CCCCCc1ccc(S(=O)(=O)NCCc2ccncc2)cc1	4	-13	3	9	10	-10	13	-8	7

# 2 records picked at random from those above:
SMILES	CHRM4 antagonist	CHRM5 PAM	CHRM5 agonist	TAAR1 agonist	CHRM1 antagonist	M1 PAM	M5 antag	M1 ag	CHRM4 agonist
O=C(CCc1nnc(C2CCCCC2)o1)N1CCN(c2ccccc2F)CC1	-6	-12	-2	1	-14	5	19	-2	1
COc1ccc(CCNC(=O)CC(c2ccccc2)c2cc(C)ccc2O)cc1OC (stereo not drawn)	15	-10	2	x	8	-12	9	-2	18

# Some of the compounds tested; rates above refer to the full screens.
